Bioassay records: PubChem BioAssay, Broad Institute
DENV2 CPE = inhibitors of DENV2 cytopathic effect; DENV2-infected cells, cytopathic effect rescue, plate reader; CPE inhibition, % at 9.99 µM; 350,000 compounds, 1.7% hits; AID 651640; in the data active = CPE inhibition above about 20%, passing the limit was not always enough; inconclusive = no clear call, values can overlap the other calls; tested in BHK-21 cells;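 note: 0% = median of neutral control wells and 100% = median of positive control wells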
S100A4 inh HTS = blocks human S100A4 binding to myosin IIA peptide | 360,000 compounds, 0.14% hits | inhibition, % at 10.7 µM | S100A4/TAMRA-MyoIIA peptide fluorescence polarization | P26447;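 active = mean inhibition of at least 70% across replicates, with every replicate also reaching that level; inconclusive = mean inhibition reaches 70% but some replicates fall short; inactive = mean inhibition below 70%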
Target sequence (P26447 whole entry, looked up): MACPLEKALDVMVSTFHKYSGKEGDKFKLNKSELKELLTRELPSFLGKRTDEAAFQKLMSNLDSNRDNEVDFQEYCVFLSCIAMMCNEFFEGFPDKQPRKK
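Material: S100A4 monomer protein / Buffer or medium: 50 mM HEPES pH 7.2, 10 mM CaCl2, 100 mM KCl / Times: 5 min incubation before reading / Benchmarks: neutral control DMSO, positive control TFP / Reagent: labelled myosin peptide probe, 5 nM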
PglD inh = blocks C. jejuni PglD acetyltransferase activity; purified PglD enzyme, DTNB colorimetric CoA detection; inhibition, % at 12.5 µM; 360,000 compounds, 0.098% hits; in the data active = inhibition above about 16%, passing the limit was not always enough; inconclusive = no clear call, values can overlap the other calls; note: strong numbers were not always called active
ERp5 inh = ERp5 (human) disulfide isomerase inhibition. ERp5 insulin aggregation, absorbance 650 nm, 90 min. 350,000 compounds, 0.05% hits. Q15084. inhibition, % at 9.99 µM. AID 651711;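 active = mean replicate inhibition above about 25%, with every replicate also reaching it, limit read from the data, passing the limit was not always enough; inconclusive = only one of those two criteria met; inactive = neither criterion met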
Target sequence (Q15084 whole entry, looked up): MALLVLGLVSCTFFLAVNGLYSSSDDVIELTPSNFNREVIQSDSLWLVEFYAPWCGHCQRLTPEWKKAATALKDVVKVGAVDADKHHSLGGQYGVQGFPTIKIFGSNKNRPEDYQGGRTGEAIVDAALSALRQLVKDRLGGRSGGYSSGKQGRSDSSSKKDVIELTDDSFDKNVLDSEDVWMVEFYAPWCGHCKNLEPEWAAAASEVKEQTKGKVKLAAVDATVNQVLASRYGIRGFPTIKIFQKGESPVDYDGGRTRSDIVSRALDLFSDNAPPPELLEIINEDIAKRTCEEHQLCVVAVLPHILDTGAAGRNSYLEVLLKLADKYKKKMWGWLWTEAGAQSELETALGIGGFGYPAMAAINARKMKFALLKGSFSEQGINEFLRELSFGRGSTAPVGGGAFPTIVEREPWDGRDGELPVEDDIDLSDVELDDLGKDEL
Statin myotox sup = suppression of simvastatin myotoxicity; C2C12 myotubes + simvastatin, ATP luminescence, 48 h; scaled: DMSO 0, geranylgeraniol control 100; rescue of ATP level, % at 7.49 µM; 330,000 compounds, 0.78% hits;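 active = mean ATP rescue above about 67%, or every replicate alone reaching that limit, limit read from the data, passing the limit was not always enough; inconclusive = no clear call, values can overlap the other calls; inactive = mean under the limit and some replicate under it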;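 note: myotubes were challenged with 10 µM simvastatin during compound exposure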
SIRT5 block = inhibitors of human sirtuin-5 desuccinylase | Q9NXA8 | Purified SirT5, succinyl-peptide AMC, trypsin-coupled fluorescence | inhibition, % at 15 µM | 330,000 compounds, 1.1% hits; in the data active = inhibition above about 15%; inconclusive = no clear call, values can overlap the other calls
Target sequence (Q9NXA8 whole entry, looked up): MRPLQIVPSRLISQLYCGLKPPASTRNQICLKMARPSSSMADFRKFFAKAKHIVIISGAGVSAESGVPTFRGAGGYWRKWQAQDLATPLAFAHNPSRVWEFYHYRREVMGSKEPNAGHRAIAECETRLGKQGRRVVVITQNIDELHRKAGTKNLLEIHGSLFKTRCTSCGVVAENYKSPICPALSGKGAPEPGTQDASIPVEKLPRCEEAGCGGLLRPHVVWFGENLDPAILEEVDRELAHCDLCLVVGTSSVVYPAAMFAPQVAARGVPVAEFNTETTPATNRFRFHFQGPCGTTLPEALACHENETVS
E-sel inducer = E-selectin induction on HUVECs. P16581. HUVEC E-selectin immunofluorescence imaging; normalized: neutral wells 0, TNF-alpha wells 100. activation, % at 7.58 µM. 260,000 compounds, 0.37% hits;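 active = mean E-selectin-positive cell signal at least 10% of the positive control, reached in at least 60% of replicates, without over 20% cell loss; inconclusive = no rule given, readout overlaps actives, possibly toxicity-flagged; inactive = the rest, including those meeting only one limit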;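 note: in these data hits start at about 27%; measured in HUVEC primary endothelial cells; signal is the percent of cells scored E-selectin positive by PE staining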
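material = human umbilical vein endothelial cells (HUVEC), E-selectin induction | quantity = 3,000 cells/well | medium = EGM-2 growth medium on 0.1% gelatin-coated wells | technique = immunofluorescence imaging | read-out basis = % PE-positive cells | control set = TNF-alpha positive control, DMSO neutral control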
An asterisk follows results filed as active; ? = inconclusive; / = no result given.

SMILES	DENV2 CPE	S100A4 inh HTS	PglD inh	ERp5 inh	Statin myotox sup	SIRT5 block	E-sel inducer
C[C@H]1CN([C@@H](C)CO)C(=O)Cc2cc(NC(=O)Nc3ccccc3)ccc2O[C@H]1CN(C)Cc1ccc(Oc2ccccc2)cc1	6.3	67.0	3.1	0.8	4.9	1.2	0.3
COc1ccccc1Nc1cc2cc(Br)ccc2c(=O)[nH]1	-3.1	-7.3	-1.8	8.0	-25.9	/	0.6
CCOc1ccc(S(=O)(=O)N(CC)CC)cc1NS(=O)(=O)c1ccc(F)c(F)c1F	/	-6.7	/	-0.1	/	-3.8	/
O=C(Nc1nc2ccccc2[nH]1)c1cccc(Br)c1	4.4	-3.0	0.0	2.3	-3.7	2.2	/
Fc1ccc(NC(=S)Nc2cc(Cl)ccc2Cl)cc1	8.7	30.6	/	4.8	/	4.9	/
COc1ccccc1CC(=O)Nc1c[nH]c(=O)[nH]c1=O	6.1	3.7	/	0.9	/	2.2	1.7
CN(C)C(=S)N=c1ssc(=S)n1Cc1ccccc1	15.9	10.2	/	-5.5	/	-3.6	0.8
O=C1c2cc(F)ccc2-n2c1nc1ccccc1c2=O	-1.2	-1.8	/	-2.6	-34.1	0.2	-0.1
COc1ccccc1C#Cc1cnc2c(c1)C(=O)N([C@@H](C)CO)C[C@H](C)[C@H](CN(C)S(=O)(=O)c1cn(C)cn1)O2	-7.1	-3.4	-10.3	-0.9	-2.5	-2.2	-0.3
CCC(C(=O)Nc1ccc(C(=O)N2CCCC2)cc1)c1ccccc1 (stereo not given)	3.9	1.9	-0.2	4.2	8.3	-4.6	-1.0
C[C@H](CO)N1C[C@H](C)[C@H](CN(C)S(=O)(=O)c2cccs2)Oc2c(NC(=O)C3CC3)cccc2C1=O	4.0	-8.7	2.8	-8.7	-38.9	-1.9	-0.3
CCCCCc1ccc(C(=O)CCC(=O)OCC(=O)N(CC)c2c(N)n(Cc3ccccc3)c(=O)[nH]c2=O)cc1	1.1	-15.4	-2.4	1.4	0.7	-1.5	0.4
COc1ccc(OCC(=O)N/N=C(\C)CC(=O)Nc2cccc([N+](=O)[O-])c2)cc1	-10.0	-4.5	/	3.2	/	1.6	/
C[C@H](CO)N1C[C@H](C)[C@@H](CN(C)Cc2ccc(C(=O)O)cc2)Oc2ccc(NC(=O)Cc3ccccc3)cc2C1=O	-1.1	16.2	2.2	-2.3	-6.2	-1.6	0.1
COCC(=O)N1[C@H](CO)[C@@H]2c3ccccc3N(C(=O)c3ccccc3)C[C@@H]21	8.1	2.3	0.8	3.0	8.9	2.4	-0.2
Cc1cc(N2CCCC2=O)ccc1S(=O)(=O)NCCOc1ccccc1	/	-9.2	-1.9	15.7	/	-3.4	/
CN(C)C(=O)C[C@H]1CC[C@H](NC(=O)C2CC2)[C@H](CO)O1	-2.5	48.6	2.6	-2.8	1.1	-7.4	-0.4
COc1ccc(S(=O)(=O)N(C)C[C@H]2OCCCC[C@H](C)Oc3ccc(NC(=O)CCC(F)(F)F)cc3C(=O)N([C@@H](C)CO)C[C@@H]2C)cc1	5.7	-32.4	-1.3	1.8	/	3.4	0.1
COc1cc(N/N=C/c2ccc(N(C)C)cc2)ncn1	1.9	0.4	-3.9	-6.2	-25.5	2.0	0.2
CCN(CC(=O)Nc1ccc(NC(C)=O)cc1)C(=O)CSc1nnc(-c2ccco2)n1CC	11.6	-1.0	7.4	1.5	2.9	1.2	-0.1
Cc1ccc(S(=O)(=O)NCC(=O)N(CC2CCCO2)C(C(=O)NC2CCCC2)C(C)C)cc1 (stereo not given)	1.6	3.8	2.1	-7.2	-12.4	-3.6	/
CNC[C@H]1Oc2ccc(NS(=O)(=O)c3cn(C)cn3)cc2CC(=O)N([C@@H](C)CO)C[C@H]1C	-0.2	3.6	0.4	4.0	-19.2	8.2	0.0
COc1ccc(OC)c(CNC(=O)C2CCN(S(=O)(=O)N3CCCCC3)CC2)c1	8.6	2.5	6.3	-3.1	-1.8	-1.6	/
COCCNC(=O)C1(C)CCCN(C(=O)c2cccc(Cl)c2)C1 (stereo not given)	-4.7	-6.4	-1.2	-5.6	1.7	-1.1	-0.2
COc1ccc(NC(=O)Nc2ccc3c(c2)C(=O)N([C@@H](C)CO)C[C@@H](C)[C@@H](CN(C)Cc2ccc(Oc4ccccc4)cc2)O3)cc1	-25.1	0.7	2.2	2.1	-68.9	0.2	-0.3
O=C(O)CCn1cc(-c2ccc(F)cc2)nc1-c1ccncc1	1.3	-1.9	0.0	7.7	4.9	/	/
COC(=O)N1C[C@H](OC(=O)c2ccc(-c3ccccc3)cc2)[C@H]2C[C@@H]1c1ccccc1O2	-3.7	4.7	/	1.0	/	5.1	0.0
O=C(O)c1cccc(NS(=O)(=O)c2ccc3c(c2)C(=O)c2ccccc2C3=O)c1	5.3	-1.1	/	-0.9	/	/	2.1
N#C[C@@H]1[C@@H](c2ccccc2)[C@H](CO)N1C(=O)Nc1cccc(F)c1	1.1	-9.1	-1.6	-1.1	7.6	2.1	-0.1
CCCN1[C@@H]2c3ccc(-c4ccccc4)c(=O)n3C[C@H]1[C@H](CO)[C@H]2C(=O)NCCCN1CCOCC1	-3.6	-2.9	0.2	-1.3	-10.4	-2.7	-0.1
CN(C)S(=O)(=O)c1ccc(C(=O)Nc2nnc(-c3cccs3)o2)cc1	-1.9	1.3	/	-3.9	/	0.0	/
CCOC(=O)c1[nH]c2ccccc2c1NC(=O)CC	?	2.8	-4.4	1.0	-10.0	-0.2	-0.3
CC(C)Oc1cccc(C(=O)NC(=S)Nc2ccccc2N2CCOCC2)c1	15.4	3.4	2.1	-8.6	-6.3	-5.8	-0.7
CNC(=S)Nc1ccc(N2CCCC2)c(S(=O)(=O)Nc2ccc(OC)cc2)c1	0.3	-5.6	1.3	1.7	-7.9	0.8	0.6
O=c1[nH]c(/C=C\c2cccc(F)c2)nc(O)c1[N+](=O)[O-]	5.9	-4.9	-0.5	-1.3	10.4	3.5	0.3
CNc1nnc(-c2ccncc2)s1	/	-6.1	-5.9	1.5	62.1	-29.6	/
CCc1nc(SCC(=O)NC2CCCC2)c2c(=O)n(C)c(=O)n(C)c2n1	-4.4	-4.6	-2.8	2.2	0.9	-3.0	0.8
O=C(COC(=O)c1ccc(S(=O)(=O)Nc2ccccc2)cc1)NCCC1=CCCCC1	0.2	-4.1	/	-0.3	/	-3.9	/
COc1ccc(CC(=O)OCC(=O)NCc2ccc(C)cc2)cc1OC	-3.9	2.5	/	1.2	/	/	1.2
C[C@H](CO)N1C[C@H](C)[C@@H](CN(C)S(C)(=O)=O)Oc2c(NC(=O)c3ccc(-c4nccs4)cc3)cccc2C1=O	11.9	-3.6	1.8	3.6	/	-1.1	-3.3
CO[C@@H]1CN(C)C(=O)c2cc(NC(=O)c3cc(C)on3)ccc2OC[C@@H](C)N(S(=O)(=O)c2cccc(F)c2)C[C@H]1C	17.9	-0.3	0.2	-8.3	15.8	/	/
Nc1c(C(=O)CSc2nnc(COc3ccc(Cl)cc3)o2)c(=O)[nH]c(=O)n1C1CC1	9.9	5.5	3.2	7.2	-9.3	-4.8	-0.2
C[N+]1(CC(=O)OCCCC2CCCCC2)CCCC1	8.5	-3.3	/	-2.6	/	1.2	/
C[C@@H]1CN([C@H](C)CO)C(=O)CCCn2cc(nn2)CO[C@H]1CN(C)Cc1cccc(O)c1	-0.9	-5.3	-1.5	4.4	-2.7	-1.0	-0.2
COc1ccc(C#Cc2ccc3c(c2)[C@@H]2[C@@H](CCN2C(=O)c2ccccc2F)[C@H](CO)N3C)cc1	/	/	-1.4	/	7.5	/	1.1
C[C@@H]1CN([C@@H](C)CO)C(=O)c2cc(NC(=O)Cc3ccccc3)ccc2O[C@@H](C)CCCCO[C@@H]1CN(C)C(=O)CCC(F)(F)F	?	-7.7	-6.5	-0.4	/	1.4	-0.6
CC(=O)N1CCOc2ccc(S(=O)(=O)N(C)c3ccc(C)cc3)cc21	-2.8	-3.2	-2.5	0.5	4.0	-1.4	/
Nn1c(SCC(=O)N2CCCC2)nnc1C1CCCCC1	-5.0	-0.3	-3.6	-2.6	1.3	/	/
C[C@H]1Oc2ccccc2C(=O)C1C(=O)c1ccccc1 (stereo not given in full)	-3.7	-0.9	/	3.0	/	-4.3	0.8
Cc1c(NC(=S)Nc2ccc(Cl)cc2)c(=O)n(-c2ccccc2)n1C	5.4	-1.5	/	2.4	/	-6.0	4.2
Cc1ccc(C(C)NC(=O)c2c(-c3ccccc3)noc2C)cc1C (stereo not given)	10.1	-7.3	-1.4	2.5	12.6	-1.8	0.1
CCN(C[C@H]1N[C@@H](CO)[C@@H]1c1ccc(C2=CCCC2)cc1)C(=O)c1ccncc1	-8.7	6.5	4.5	2.1	-24.4	3.5	-0.7
Cc1ccn(C(C)CC(=O)Nc2ccc(-c3ccno3)cc2)n1 (stereo not given)	-1.6	-4.2	2.4	4.1	-9.4	-1.2	0.0
Cc1ccc(CS(=O)Cc2ccc(C(=O)NC3CCCCC3)o2)cc1 (stereo not given)	-8.0	-10.3	0.5	2.6	0.5	-0.8	/
Oc1ccccc1N1CCN(C(c2ccccc2)c2ccccc2)CC1	3.5	-1.6	1.4	4.5	4.8	-6.1	0.0
CC(C)C#Cc1cnc2c(c1)C(=O)N([C@@H](C)CO)C[C@H](C)[C@H](CN(C)Cc1cncnc1)O2	-4.8	-3.3	0.6	1.0	-6.7	-8.9	0.4
C=C(C)CSC1=C(C#N)C(c2ccsc2)CC(=O)N1 (stereo not given)	/	/	-1.9	/	4.5	/	-0.6
COC(=O)c1cc(S(=O)(=O)NCCc2ccccc2)c[nH]1	-6.2	-7.2	7.0	-4.1	120.0*	-2.0	-0.5
CCCCC(O)(c1ccccc1)C(CN1CCOCC1)c1ccccc1 (stereo not given)	-5.6	-1.4	-3.9	-1.9	-9.7	-3.2	0.0
COc1ccc2c3c([nH]c2c1)[C@H](CO)N(C(=O)CC1CC1)CC31CCN(C(=O)CC2CC2)CC1	6.5	0.9	/	6.8	/	-3.2	-0.1

Quoted at random: 3 compounds from above
SMILES	DENV2 CPE	S100A4 inh HTS	PglD inh	ERp5 inh	Statin myotox sup	SIRT5 block	E-sel inducer
Nc1c(C(=O)CSc2nnc(COc3ccc(Cl)cc3)o2)c(=O)[nH]c(=O)n1C1CC1	9.9	5.5	3.2	7.2	-9.3	-4.8	-0.2
COc1ccc(C#Cc2ccc3c(c2)[C@@H]2[C@@H](CCN2C(=O)c2ccccc2F)[C@H](CO)N3C)cc1	/	/	-1.4	/	7.5	/	1.1
CCN(C[C@H]1N[C@@H](CO)[C@@H]1c1ccc(C2=CCCC2)cc1)C(=O)c1ccncc1	-8.7	6.5	4.5	2.1	-24.4	3.5	-0.7

The list continues.
SMILES	DENV2 CPE	S100A4 inh HTS	PglD inh	ERp5 inh	Statin myotox sup	SIRT5 block	E-sel inducer
Cc1cc(C(=O)N(C)Cc2c(F)cccc2Cl)c2ccccc2n1	-4.6	-3.0	3.0	0.5	-13.1	-0.4	-0.3
CC(=O)N(C)C[C@@H]1Oc2cc(C#CC(C)(C)O)ccc2S(=O)(=O)N([C@H](C)CO)C[C@@H]1C	9.5	-9.6	-0.1	5.3	9.7	1.4	-0.1
CCCCc1nnc2c(N(C)S(=O)(=O)c3ccccc3)nc3ccccc3n12	1.6	24.8	-0.5	6.5	4.9	4.1	/
Cc1ccc(N2C(=O)CC(Sc3cccs3)C2=O)cc1 (stereo not given)	0.8	-1.8	/	2.4	19.1	-6.5	0.0
C[C@H]1CN([C@@H](C)CO)S(=O)(=O)c2ccc(-c3ccc(C#N)cc3)cc2O[C@@H]1CN(C)C	-6.0	-2.6	1.9	1.5	-0.3	-8.0	0.3
Cc1noc(C)c1NC(=O)N(C)C[C@@H]1Oc2c(NS(=O)(=O)c3cccs3)cccc2C(=O)N([C@H](C)CO)C[C@@H]1C	3.2	-18.9	1.3	2.2	-6.7	3.7	-0.2

Some of the compounds tested; rates above refer to the full screens.
